High-throughput results from PubChem.
TROY NFkB inh – TROY signaling inhibition; Q293 LMP1-TROYcd NF-kB luciferase reporter, 4 h; AID 1347056; inhibition, % at 10 µM; 360,000 tested, 0.98% active;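 active means compounds whose plate-normalised and pattern-corrected inhibition of the luciferase reporter signal at the single screening dose is 50% or more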
KKLEB cytotox – reduces viability of KKLEB cystic fibrosis airway cells; 360,000 tested, 0.36% active; AID 602141; KKLEB CF airway cells viability, ATPlite luminescence, overnight; hits give low values; cells stimulated with P. aeruginosa culture filtrate; activity change (cytotoxicity), % at 5 µM;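 active means corrected activity change at or below -50% at 5 µM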
TRAIL sens C8 – sensitizes caspase-8 expressing cells to TRAIL | NB7+C8 cells + TRAIL, ATPlite viability luminescence | inhibition (viability loss, TRAIL sensitization), % at 10 µM | 360,000 tested, 1% active;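 active means compounds causing at least 50% loss of cell viability in the single-dose screen, relative to plate controls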
NR2F2 inh – NR2F2 (human) inhibition, primary screen. P24468. HEK293T NGFI-A luciferase reporter, luminescence. inhibition, % at 8.6 µM. 370,000 tested, 0.7% active. AID 686940;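 active means inhibition above a per-plate cutoff, mean inhibition of test wells between control levels plus 3 SD, cut at about 38% in these data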;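 further: cells cotransfected with COUP-TFII expression vector driving the NGFI-A reporter; 0% = median of COUP-TF2 test wells and 100% = reporter-only cells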
LMP1 NFkB inh – reduces LMP1-driven NF-kappaB luciferase signal; LMP1-induced NF-kappaB luciferase reporter cells, luminescence; inhibition, % at 12.5 µM; 350,000 tested, 0.69% active; AID 504558; in the data active means inhibition above about 41%;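 further: 0% = neutral control wells and 100% = reference inhibitor control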
LRH-1 inv ag – inverse agonists of human LRH-1 (NR5A2); O00482; 360,000 tested, 0.13% active; HEK293T StAR-luciferase reporter, LRH-1 transfected, 24 h; inhibition, % at 3.6 µM;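 active means inhibition above the mean inhibition of all tested compounds plus 3 SD, cut at about 73% in these data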;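 further: 0% = DMSO wells and 100% = reporter-only cells lacking LRH-1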
SRC1 inh – inhibitors of human steroid receptor coactivator 1 (SRC1); HEK293 GAL4-SRC1 luciferase reporter, luminescence; inhibition, % at 3.6 µM; 360,000 tested, 0.12% active;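 active means inhibition above the campaign mean plus 3 SD, with each screening campaign given its own cutoff, cut at about 60% in these data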;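 further: 0% = DMSO treated cells and 100% = gossypol at 36 µM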
NCOA3 inh – inhibits human SRC3 coactivator; Q9Y6Q9; HEK293 GAL4-SRC3 luciferase reporter, luminescence; inhibition, % at 3.6 µM; 360,000 tested, 0.17% active;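 active means inhibition above a per-campaign cutoff, the mean of all compounds plus 3 SD, cut at about 60% in these data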;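 further: 0% = DMSO-treated cells and 100% = gossypol-treated cells at 36 µM; higher means less SRC3-driven luciferase light from the GAL4 reporter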
Target sequence (Q9Y6Q9 whole entry, looked up, the tested form may be a part): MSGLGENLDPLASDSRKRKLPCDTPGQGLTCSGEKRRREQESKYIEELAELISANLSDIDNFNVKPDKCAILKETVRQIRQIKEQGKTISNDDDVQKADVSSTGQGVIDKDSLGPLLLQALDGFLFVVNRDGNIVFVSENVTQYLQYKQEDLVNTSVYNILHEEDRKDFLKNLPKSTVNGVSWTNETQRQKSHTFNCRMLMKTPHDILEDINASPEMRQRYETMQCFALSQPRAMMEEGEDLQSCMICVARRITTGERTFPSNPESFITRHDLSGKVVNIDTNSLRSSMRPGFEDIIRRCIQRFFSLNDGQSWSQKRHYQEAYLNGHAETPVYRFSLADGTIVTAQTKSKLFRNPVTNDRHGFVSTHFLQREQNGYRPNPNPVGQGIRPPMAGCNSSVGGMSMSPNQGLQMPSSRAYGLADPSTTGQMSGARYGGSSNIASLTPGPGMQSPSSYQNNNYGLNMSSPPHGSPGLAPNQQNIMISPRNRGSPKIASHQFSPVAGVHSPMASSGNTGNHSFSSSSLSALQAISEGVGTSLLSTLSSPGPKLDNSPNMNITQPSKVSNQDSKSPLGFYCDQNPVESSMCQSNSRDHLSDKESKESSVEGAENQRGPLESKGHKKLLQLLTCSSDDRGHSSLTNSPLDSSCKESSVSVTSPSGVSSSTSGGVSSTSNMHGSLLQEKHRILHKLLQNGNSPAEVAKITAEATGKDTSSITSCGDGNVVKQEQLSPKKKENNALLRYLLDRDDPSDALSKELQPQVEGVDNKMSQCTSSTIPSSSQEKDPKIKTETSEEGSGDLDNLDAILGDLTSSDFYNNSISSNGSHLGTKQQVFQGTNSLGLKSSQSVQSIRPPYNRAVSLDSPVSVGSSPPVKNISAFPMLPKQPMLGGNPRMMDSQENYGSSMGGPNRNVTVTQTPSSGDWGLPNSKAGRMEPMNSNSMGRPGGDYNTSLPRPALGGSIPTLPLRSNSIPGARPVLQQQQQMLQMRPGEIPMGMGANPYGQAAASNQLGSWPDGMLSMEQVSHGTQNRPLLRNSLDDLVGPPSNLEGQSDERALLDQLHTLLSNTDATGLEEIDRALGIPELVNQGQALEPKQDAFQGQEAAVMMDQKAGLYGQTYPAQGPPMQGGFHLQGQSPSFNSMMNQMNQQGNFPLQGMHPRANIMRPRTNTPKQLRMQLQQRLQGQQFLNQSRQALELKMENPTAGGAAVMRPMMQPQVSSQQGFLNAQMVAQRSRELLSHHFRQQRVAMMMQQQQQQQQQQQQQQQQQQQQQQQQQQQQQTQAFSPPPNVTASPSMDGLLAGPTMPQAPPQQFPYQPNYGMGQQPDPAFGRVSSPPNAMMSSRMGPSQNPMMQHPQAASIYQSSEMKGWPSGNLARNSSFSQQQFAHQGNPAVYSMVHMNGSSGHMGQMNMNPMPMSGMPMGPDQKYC
CF NFkB block – inhibitors of cystic fibrosis induced NF-kB; inhibition, % at 5 µM; 360,000 tested, 0.86% active; KKLEB NF-kB-GFP reporter, PAF-induced, GFP fluorescence overnight;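 active means at least 50% inhibition at 5 µM, scaled per plate between neutral and stimulator controls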;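 further: PAF is a Pseudomonas aeruginosa culture filtrate used as stimulus; plate controls were PAF-stimulated DMSO wells for no effect and unstimulated DMSO wells for full effect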
Shn3 3UTR inh – inhibitors of Schnurri-3 3'UTR reporter in osteoblasts; 360,000 tested, 0.52% active; AID 588674; inhibition, % at 12.5 µM; Clone20 osteoblast Shn3 3'UTR firefly luciferase, 24 h;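 active means mean inhibition of at least 75% with every replicate also reaching 75%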;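 further: 0% = median of neutral control wells and 100% = pilot-screen positive control compound; some compounds past the cut are filed as inactive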
TWEAK-Fn14 inh – inhibitors of TWEAK-Fn14 interaction signaling. TWEAK-stimulated Fn14 reporter cells, luciferase luminescence, 8 h. inhibition, % at 10 µM. 360,000 tested, 2% active. AID 1159606; in the data active means inhibition above about 50%
* = called active by the depositor; nt = not tested or not shown. The list is partial; count on the stated rates, not on these rows.

nr	smiles	TROY NFkB inh	KKLEB cytotox	TRAIL sens C8	NR2F2 inh	LMP1 NFkB inh	LRH-1 inv ag
1	COc1ccccc1CNC(=O)N1CCN(S(=O)(=O)c2ccc(Cl)cc2)CC1	-7	-5	8	-11	4	-8
2	O=C(NCCCN1CCCC1)Nc1ccc(F)cc1	-6	1	-26	-6	4	-6
3	Cn1cccc1CNC(=S)Nc1ccccc1F	-10	-6	0	1	1	5
4	COc1cc(C(=O)NCCCC2CCCC2)ccc1OC1CCN(C(C)=O)CC1	0	-16	-6	11	2	-18
5	COc1cc(/C=N/NC(=O)c2c(-c3c(Cl)cccc3Cl)noc2C)ccc1OCC(N)=O	2	6	-1	4	-36	8
6	Cc1ccccc1C(=O)NC1CCN(C(=O)Nc2ccccc2Cl)CC1	2	4	-1	14	-4	3
7	COc1cccc(/C=C/C(=O)OCC(=O)c2c(N)n(C)c(=O)n(C)c2=O)c1	-15	7	-8	-21	4	31
8	Cc1oc(C(C)(C)C)cc1C(=O)Nc1cccc(/C=C\C(=O)O)c1	3	-1	7	0	-4	-56
9	O=C(c1ccc(-c2ccc([N+](=O)[O-])cc2)o1)N1CCN(S(=O)(=O)c2cccs2)CC1	6	-18	15	-24	-2	34
10	Cc1nc2c(sc(=S)n2Cc2ccco2)c(=O)n1CC(=O)Nc1ccccc1F	-2	10	3	-21	-7	7
11	Cc1ccc(CNC(=O)CCCc2ccccc2)cc1	-42	0	-1	1	-1	0
12	COc1ccccc1NC(=O)CSc1nnc(Cn2nnc(-c3ccccc3)n2)n1-c1ccccc1	10	5	8	5	2	3
13	CCC(=O)C1CCCN(C(=O)c2ccc3nc(-c4cccc(OC)c4)oc3c2)C1 (stereo not drawn)	53*	-19	16	-42	-6	-104
14	Cc1csc(=O)n1CCC(=O)OCC(=O)c1c(N)n(CC(C)C)c(=O)n(C)c1=O	8	-11	7	12	17	10
15	CC1=Nc2ccccc2/C1=C/c1sc(=N)n(-c2nccs2)c1O	74*	7	6	nt	29	7

nr	SRC1 inh	NCOA3 inh	CF NFkB block	Shn3 3UTR inh	TWEAK-Fn14 inh
1	-5	-26	5	19	40
2	-24	-33	9	-13	-32
3	-34	-2	13	-17	0
4	4	3	22	2	-3
5	17	4	3	14	-3
6	-6	20	0	13	0
7	2	-7	-15	13	-3
8	-12	17	7	-17	9
9	-1	9	29	33	-12
10	-6	-24	-1	24	10
11	9	24	1	14	13
12	0	-4	0	13	21
13	-105	-76	26	-71	39
14	5	13	25	80	20
15	12	5	-4	29	101*

Values by screen from above:
Entries 3–8 in NR2F2 inh read 1, 11, 4, 14, -21, 0
Entries 3–8 in TROY NFkB inh read -10, 0, 2, 2, -15, 3
Entries 3–8 in SRC1 inh read -34, 4, 17, -6, 2, -12

Remaining list, next part.
nr	smiles	TROY NFkB inh	KKLEB cytotox	TRAIL sens C8	NR2F2 inh	LMP1 NFkB inh	LRH-1 inv ag
16	O=C(CSc1ccc2ccccc2n1)Nc1ccc(N2CCOCC2)cc1	-4	1	-2	7	-7	18
17	Cc1ccccc1NC(=O)c1ccccc1NC(=O)CCC(=O)O	3	3	-5	13	-9	5
18	COCCCN1C(=O)C(CC(=O)NCCCN(C)C)CC(C(=O)N2CCOCC2)=C1C (stereo not drawn)	-2	-6	5	-9	nt	-6
19	CN(C(=O)CCNC(=O)Cn1cnc2ccccc2c1=O)c1ccc(Br)cc1	11	0	-35	18	-6	5
20	Clc1ccc(-n2ncc3c(NCCN4CCOCC4)ncnc32)cc1	67*	-2	10	56*	20	43
21	CCN1CCN(C(=O)c2cc3sccc3n2CC(=O)c2ccccc2)CC1	-3	4	-12	13	0	3
22	CC(C)[C@H](NC(=O)c1c(F)cccc1F)C(=O)N1CCN(c2ccc(F)cc2)CC1	-1	-2	17	-27	12	-6
23	Cc1ccc(C)c(S(=O)(=O)N2CCCCC2CCNC(=O)C(=O)NC2CCCC2)c1 (stereo not drawn)	-7	-19	-16	-9	4	2
24	COc1ccc(C(=O)N2CCn3c2nc2ccccc23)cc1	-30	5	-18	-36	-7	-69
25	COc1cccc(-c2nnc(N)o2)c1	-25	5	9	-11	-6	-20
26	O=C(Nc1ccc(OC(F)(F)F)cc1)c1n[nH]c(Cn2cncn2)n1	1	5	7	-13	3	-6
27	COc1cccc(-c2cc(C(F)(F)F)nc(-n3cncn3)n2)c1	-2	6	-1	12	0	28
28	c1csc(-c2ccn[nH]2)c1	-2	0	8	4	-22	-8
29	O=C(COC(=O)/C=C/c1ccc(F)cc1)Nc1ccc(Cl)cn1	20	4	-2	-6	0	5
30	COC(=O)c1ccccc1NC(=O)Nc1ccc(C)cn1	10	-19	-3	-21	-9	-15

nr	SRC1 inh	NCOA3 inh	CF NFkB block	Shn3 3UTR inh	TWEAK-Fn14 inh
16	-8	8	-9	2	-33
17	5	15	15	-5	4
18	7	-3	-23	-9	18
19	-18	-21	16	3	16
20	42	58	1	23	83*
21	-21	-3	15	-26	2
22	1	-17	0	10	-11
23	-14	6	17	31	5
24	-56	-32	-2	-22	-31
25	1	-16	-7	-11	5
26	3	4	-1	-6	3
27	7	-5	-14	-22	-5
28	-12	-6	-5	-12	-3
29	3	-8	4	-2	-2
30	-9	1	20	-3	-2

Additional entries follow.
nr	smiles	TROY NFkB inh	KKLEB cytotox	TRAIL sens C8	NR2F2 inh	LMP1 NFkB inh	LRH-1 inv ag
31	COc1ccc(OCCNC(=O)C2(C)CCN2Cc2ccc3ccccc3c2)cc1 (stereo not drawn)	18	5	17	-12	nt	42
32	Cc1ccc2c(c1)N(CC(=O)O)C(=O)CO2	-13	-2	0	4	10	-19
33	O=C(/C=C/c1ccccc1)N1CCN(Cc2nc3ccccc3c(=O)[nH]2)CC1	-4	-4	-9	4	2	-9
34	Cc1ccc(-c2csc3nc[nH]c(=S)c23)cc1C	22	-10	19	7	3	-15
35	CC(Cn1cncn1)C(=O)N1CCN(S(=O)(=O)c2ccccc2)CC1 (stereo not drawn)	2	-12	-19	2	0	0
36	CC(=O)c1cc2ccc(O)cc2oc1=O	5	6	5	-2	-5	26
37	CC1(C)OC(=O)C2=C(C[C@@H](C3CCCC3)O[C@@H]2c2ccc(Cl)cc2)O1	6	nt	7	-6	nt	0
38	C=CCNc1sc(C(=O)c2ccc(C)cc2)c(N)c1C#N	-11	-14	-15	-6	-2	32
39	CC(C)C[C@H](NC(=O)N1CCn2c1nc1ccccc12)C(=O)N1CCCCC1	0	-12	-11	5	0	1
40	CC(=O)c1ccc(N(C(=O)Cn2nnc3ccccc32)C(C(=O)NCc2ccccc2)c2ccccn2)cc1 (stereo not drawn)	-37	0	7	-19	-10	-114
41	O=C(CCc1nnc(CCc2ccccc2)o1)N1CCCC1c1nccs1 (stereo not drawn)	-30	-24	8	16	2	-19
42	O=C1NC(c2ccccc2)Oc2ccccc21 (stereo not drawn)	7	1	14	23	0	15
43	Cc1noc(C)c1C(=O)Nc1nc(-c2cc(F)ccc2F)cs1	5	1	-6	-10	-11	-13
44	Cc1ccc(C2=NC(C)(C)N=C2SCC(=O)Nc2ccc(Cl)cc2)cc1	-14	-2	3	11	10	20
45	CCC(C(=O)OCC(=O)NC(=O)NC(C)(C)C)c1ccccc1 (stereo not drawn)	-16	5	-1	3	-11	0

nr	SRC1 inh	NCOA3 inh	CF NFkB block	Shn3 3UTR inh	TWEAK-Fn14 inh
31	2	-1	-39	-15	-20
32	5	17	3	-2	12
33	-10	11	-2	0	-2
34	-2	16	31	11	44
35	-27	9	16	-5	7
36	4	-16	12	nt	-15
37	nt	nt	nt	nt	2
38	2	-4	16	-6	13
39	20	19	-11	2	0
40	-70	-63	-14	-47	-1
41	-3	-8	-2	-35	-4
42	-14	-13	16	-16	7
43	-37	4	-1	-43	8
44	7	4	-22	6	18
45	-5	2	6	11	7

The list continues:
nr	smiles	TROY NFkB inh	KKLEB cytotox	TRAIL sens C8	NR2F2 inh	LMP1 NFkB inh	LRH-1 inv ag
46	Cc1cc2cc(CN(Cc3cccs3)C(c3nnnn3C(C)(C)C)C(C)C)c3nnnn3c2cc1C (stereo not drawn)	-5	-21	-4	15	3	-13
47	CCc1ccc(CN2CCCC(CNS(=O)(=O)c3ccc(OC)cc3)C2)cc1 (stereo not drawn)	-5	11	-7	8	-2	9
48	Cc1nc2sc3c(c2c(=O)n1NC(=O)CCBr)CCCC3	-13	-2	-8	9	10	16
49	CCc1ccccc1NC(=O)c1cc(-c2cccs2)on1	-49	1	1	-9	-18	-48
50	C/C(CC(=O)NC1C2CC3CC(C2)CC1C3)=N\NC(=O)Cc1cccs1 (stereo not drawn)	-23	4	-1	-11	-11	-10
51	CN(C(=O)c1ccc(NC(=O)c2ccco2)cc1)c1ccccc1	-65	0	22	-35	4	-50
52	COC(=O)C1CC2=C(CCCC2=O)N(c2ccccc2)C1=O (stereo not drawn)	2	-6	-16	-3	-2	-13

nr	SRC1 inh	NCOA3 inh	CF NFkB block	Shn3 3UTR inh	TWEAK-Fn14 inh
46	-4	-3	10	63	-8
47	-31	15	-16	1	4
48	17	2	34	-86	14
49	-26	-19	-18	-26	-33
50	-24	-9	13	29	-5
51	-37	-55	2	-45	0
52	-2	-6	13	-28	-7

Full records from above. Values in the order: TROY NFkB inh, KKLEB cytotox, TRAIL sens C8, NR2F2 inh, LMP1 NFkB inh, LRH-1 inv ag, SRC1 inh, NCOA3 inh, CF NFkB block, Shn3 3UTR inh, TWEAK-Fn14 inh
O=C(Nc1ccc(OC(F)(F)F)cc1)c1n[nH]c(Cn2cncn2)n1 reads 1, 5, 7, -13, 3, -6, 3, 4, -1, -6, 3
CC1(C)OC(=O)C2=C(C[C@@H](C3CCCC3)O[C@@H]2c2ccc(Cl)cc2)O1 reads 6, nt, 7, -6, nt, 0, nt, nt, nt, nt, 2
